EPAC1 ag: qHTS for Agonist of cAMP-regulated guanine nucleotide exchange factor 3 (EPAC1): primary screen | Rap guanine nucleotide exchange factor 3 (Homo sapiens), O95398 | EPAC1 agonist qHTS, biochemical assay; response scale: 100% = response to 6.5 mM cAMP | Potency, µM (doses to about 154 µM), for inactives: at the top dose activation, actives largely listed as activators | 0.073% of 360,000 active; note: potency is the fitted concentration of half-maximal effect; nearly all actives have a fitted effect of over 60% in size
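Nucleotide exchange by EPAC1 (100 nM) on Rap1B–BODIPY-GDP (250 nM) in the presence of 50 uM GDP is tracked fluorescently at 480/540 nm over 30 min. Signals are normalized to a 6.5 mM cAMP control.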
FUS yeast rescue: qHTS for Suppressors of FUS Proteinopathy: Primary screen using FUS-linked yeast assay; S. cerevisiae FUS-expressing, growth rescue, OD600, 24 h; Potency, µM (series often up to 76.6 µM), without a hit: at the top dose growth rescue (activation), actives largely listed as activators; 0.24% of 390,000 active; AID 1347120, 2019;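 note: potency is the fitted concentration of half-maximal effect; plate controls were DMSO vehicle for no effect and reference control for full effect; nearly all actives have a fitted effect of over 55% in size; some results filed as inactive show a strong effect at the top dose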
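Restored growth of FUS-toxic S. cerevisiae, read as 600 nm absorbance after 24 h at 30C in galactose medium (starting OD 0.005). Controls CP55940 and DMSO.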
WRN helicase inh: qHTS for Inhibitors of WRN Helicase | Bifunctional 3'-5' exonuclease/ATP-dependent helicase WRN (Homo sapiens), Q14191 | WRN helicase unwinding, fluorescent forked duplex, kinetic | Potency, µM (titrated, usually from 114 µM), for the others: at the top dose activity change, negative = inhibition, actives largely listed as inhibitors | 0.46% of 360,000 active | AID 651768, 2012; note: potency is the fitted concentration of half-maximal effect; % is set by controls: 0 for no effect and ±100 for the full control effect; nearly all actives have a fitted effect of over 55% in size
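Screening of the MLSMR collection measured strand separation of a quenched forked DNA duplex (100 nM) by 20 nM WRN with 2 mM ATP, all final. Compounds were preincubated with enzyme 15 min at room temperature.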
Abeta yeast res: qHTS for compounds that reverse cellular toxicity of Amyloid beta (A-beta) peptide in yeast: Primary Screen. yeast expressing A-beta42, growth rescue, OD600, 48 h; response scale: 0% DMSO, 100% iron-clioquinol control. Potency, µM (highest dose often 46.1 µM), without a hit: at the highest dose growth rescue, hits mostly activators. 0.063% of 410,000 active; note: potency is the fitted concentration of half-maximal effect; nearly all actives have a fitted effect of over 55% in size
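Growth rescue measured by 600 nm absorbance after 48 h yeast culture at 30 C with compound. Values normalized between DMSO and an equimolar ferric chloride plus clioquinol control.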
EPAC1 antagonist: qHTS for Antagonist of cAMP-regulated guanine nucleotide exchange factor 3 (EPAC1): primary screen | Rap guanine nucleotide exchange factor 3 (Homo sapiens), O95398 | EPAC1 GEF assay, Rap1b-BODIPY-GDP exchange fluorescence | Potency, µM (titrated, usually from 115 µM), inactives show at the highest dose activity change, negative = inhibition, usual class: inhibitors | 0.14% of 360,000 active | AID 720709, 2013;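 note: potency is the fitted concentration of half-maximal effect; plate controls were vehicle for no effect and positive control for full effect; nearly all actives have a fitted effect of over 50% in size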
PLK1 PBD block: qHTS for Inhibitors of PLK1-PDB (polo-like kinase 1 - polo-box domain): Primary Screen; Plk1 PBD binding of FITC phosphopeptide, fluorescence polarization; Potency, µM, without a hit: max response, negative = inhibition, actives largely listed as inhibitors; Serine/threonine-protein kinase PLK1 (Homo sapiens), P53350; 2.8% of 360,000 active; note: potency is the fitted concentration of half-maximal effect; series mostly up to about 57 µM; % is set by controls: 0 for no effect and ±100 for the full control effect; nearly all actives have a fitted effect of over 65% in size
Target sequence (P53350 whole entry, looked up, the tested form may be a part): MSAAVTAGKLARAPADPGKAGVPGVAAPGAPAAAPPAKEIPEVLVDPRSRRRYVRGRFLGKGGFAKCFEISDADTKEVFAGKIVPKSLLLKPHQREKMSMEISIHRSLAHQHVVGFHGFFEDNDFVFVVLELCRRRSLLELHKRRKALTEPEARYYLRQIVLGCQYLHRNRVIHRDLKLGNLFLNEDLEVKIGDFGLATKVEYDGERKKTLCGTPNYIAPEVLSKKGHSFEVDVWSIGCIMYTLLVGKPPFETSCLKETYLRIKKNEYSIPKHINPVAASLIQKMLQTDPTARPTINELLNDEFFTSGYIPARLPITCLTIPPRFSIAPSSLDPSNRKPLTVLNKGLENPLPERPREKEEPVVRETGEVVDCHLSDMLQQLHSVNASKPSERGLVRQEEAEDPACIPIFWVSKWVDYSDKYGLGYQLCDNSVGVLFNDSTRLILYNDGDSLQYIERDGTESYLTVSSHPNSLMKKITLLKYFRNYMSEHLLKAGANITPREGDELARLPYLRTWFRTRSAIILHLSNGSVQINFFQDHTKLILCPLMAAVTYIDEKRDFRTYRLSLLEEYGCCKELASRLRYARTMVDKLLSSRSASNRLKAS
PI5P4K alpha inh: qHTS for Inhibitors of phosphatidylinositol 5-phosphate 4-kinase (PI5P4K) | PI5P4Kalpha enzyme, ADP-Glo luminescence, 60 min; active compounds read low | max response, % | Phosphatidylinositol 5-phosphate 4-kinase type-2 alpha (Homo sapiens), P48426 | 1.2% of 330,000 active | AID 652105, 2013; active = max response of -50% or lower; inconclusive = between -30% and -50%; inactive = -30% or higher; note: value at the top dose of about 77 µM; % is set by controls: 0 for no effect and ±100 for the full control effect
Target sequence (P48426 whole entry, looked up): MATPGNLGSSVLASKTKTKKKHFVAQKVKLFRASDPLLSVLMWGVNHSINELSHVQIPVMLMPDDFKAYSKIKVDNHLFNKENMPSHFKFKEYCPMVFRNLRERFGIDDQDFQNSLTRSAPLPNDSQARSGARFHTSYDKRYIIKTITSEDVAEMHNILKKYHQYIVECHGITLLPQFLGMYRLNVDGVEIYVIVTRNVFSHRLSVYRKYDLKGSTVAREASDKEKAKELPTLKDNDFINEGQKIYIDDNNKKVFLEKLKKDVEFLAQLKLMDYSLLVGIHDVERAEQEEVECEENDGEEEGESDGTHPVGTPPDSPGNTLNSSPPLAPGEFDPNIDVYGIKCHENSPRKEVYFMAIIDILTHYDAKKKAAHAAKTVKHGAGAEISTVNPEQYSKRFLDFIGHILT
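Controls without substrate or without enzyme flank wells where PI5P4Kalpha converts substrate using 5 microM ATP (final). Incubation lasts 60 minutes at room temperature; ADP formed is read by ADP-Glo luminescence.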
IL2 activator: qHTS of IL-2 Activators; IL-2 activation reporter assay, cell-based qHTS; stimulated with anti-CD3/CD4/CD28 beads; in transgenic mouse T cells; 0.065% of 360,000 active; activation, % (series mostly up to about 46 µM); in the data active = activation above about 50%; inconclusive = mostly about 30% to 49%; note: 0% is about no effect
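EGFP and DsRed fluorescence is measured by plate cytometry in unstimulated transgenic mouse T cells exposed to compound for 60 minutes, then stimulated 18 hours at 37 degrees C with anti-CD3/anti-CD4 beads plus anti-CD28.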
Numbers without * were called inactive; ? = inconclusive; nt = no result given; [ ] = dose if it differs, or a comment. Unless noted, calls come from the whole dose curve; as a rule, active = well fitted curve in the direction sought with a large enough effect; inconclusive = small, poorly fitted or top-dose-only effect, or another doubt; inactive = no such curve, though single readings can be large; an effect the other way counts as inactive or inconclusive. Compounds were not picked by outcome; overall some 4.1% were active at least once.

entry	Compound	EPAC1 ag	FUS yeast rescue	WRN helicase inh	Abeta yeast res	EPAC1 antagonist	PLK1 PBD block	PI5P4K alpha inh	IL2 activator
1	C[C@H](CO)N1C[C@H](C)[C@@H](CN(C)S(C)(=O)=O)Oc2ccc(NS(=O)(=O)c3ccccc3)cc2C1=O	14%	-11%	0%	7%	7%	-9%	-2	0.1
2	CCOC(=O)C1CCN(C(=O)/C=C/c2ccccc2)CC1	12%	12%	-2%	-11%	-9%	-12%	3	-3.0
3	O=C(CSc1nc2c(c(=O)[nH]1)CCCC2)Nc1ccc(Cl)cc1F	-1%	24%	0%	10%	-4%	-12%	nt	-0.4
4	CC(C)(C)C(=O)Nc1ccc(S(=O)(=O)N2CCCC2)cc1	-13%	6%	-1%	12%	5%	-24%	4	0.2
5	O=C(NNc1c2ccccc2nc2ccccc12)c1ccccc1O	-17%	9%	-25%	-4%	?	-1%	-11	-4.1
6	COC(=O)c1ccccc1NC(=O)Nc1nnc(N2CCCCC2C)s1 (stereo unspecified)	3%	-19%	-4%	5%	-8%	-11%	2	-0.5
7	Cc1c(Cl)cccc1NC(=O)c1ccccc1-c1ccccc1C(=O)O	21%	4%	1%	20%	-6%	-13%	0	-0.2
8	CC(C)CC(=O)N1CCN(Cc2ccc3ccccc3c2)CC1	4%	-19%	4%	-15%	-31%	-20%	0	-0.1
9	COc1ccc(C2C(C(N)=O)=C(C)Nc3nc(CCCO)nn32)cc1OC (stereo unspecified)	2%	16%	-11%	-5%	-9%	-3%	0	0.1
10	Cc1ccc(-n2c(SCC(=O)NCC3CCCO3)nc3ccccc3c2=O)cc1 (stereo unspecified)	6%	13%	7%	3%	-15%	-2%	1	-0.3
11	COc1ccc(OC)c(S(=O)(=O)NCC(c2cccs2)N2CCc3ccccc3C2)c1 (stereo unspecified)	12%	12%	6%	8%	-2%	-9%	5	-6.5
12	CCCc1nc2oc3c(NCc4ccccn4)ncnc3c2c2c1COC(C)(C)C2	1%	-17%	5%	-8%	-17%	-14%	4	-1.6
13	Cc1nn(Cc2ccc(F)cc2)c(C)c1NC(=O)c1cc(-c2ccco2)on1	4%	17%	-16%	6%	1%	-7%	nt	3.4
14	CN(C)/C=N/C(=S)Nc1ccc(Cl)cc1	4%	29%	6%	?	-5%	-10%	0	-1.0
15	C/C(=N\OCC(=O)Nc1cc(C)cc(C)c1)c1ccc2c(c1)OCCO2	16%	7%	-4%	7%	-14%	-1%	5	0.6
16	Cc1ccc(S(=O)(=O)c2c(C)cc(C)[nH]c2=O)cc1	-5%	15%	-1%[57.1 µM]	10%	-16%	-7%	3	-3.6
17	COc1ccccc1N(CC(O)CN1C(C)CCCC1C)S(=O)(=O)c1ccccc1 (stereo unspecified)	3%	22%	6%	-15%	-6%	-11%	-2	-3.7
18	CCOC(=O)N1CCC(NC(=O)C(CC(C)C)NC(=O)C2CCCCC2)CC1 (stereo unspecified)	-6%	5%	7%	-2%	9%	2%	0	-2.7
19	C[C@@H]1CN([C@@H](C)CO)C(=O)c2cc(NC(=O)C3CC3)ccc2O[C@@H]1CN(C)Cc1ccc(Cl)c(Cl)c1	-8%	-7%	0%	6%	-16%	1%	20	-0.8
20	NS(=O)(=O)c1cc2c(cc1Cl)NC(c1ccccc1OCC(=O)O)NS2(=O)=O (stereo unspecified)	-8%	6%	-4%	3%	-11%	-2%	4	-0.9
21	Cc1cc(Cl)ccc1C(=O)C1CCCN(C(=O)c2ccoc2)C1 (stereo unspecified)	2%	-9%	-5%	-3%	-10%	0%	1	-1.8
22	CCn1cc(CN(C)C(=O)CSc2nc(-c3ccco3)cc(C(F)(F)F)n2)c(C)n1	8%	30%	-6%	2%	-12%	-6%	1	0.3
23	O=C(CS(=O)(=O)c1ccccc1)Nc1nnc(-c2cccs2)o1	5%	6%	-12%	4%	-23%	-7%	0	-3.6
24	CCOc1ccc(NC(=O)CCN2C(=O)c3ccccc3C2=O)cc1	2%	-21%	8%	1%	-14%	-14%	-1	-0.1
25	CCN(CC)C(=O)c1ccc2c3c(cccc13)C(=O)N(CCc1ccc(OC)c(OC)c1)C2=O	-8%	nt	6%	-10%	-9%	-2%	-12	0.3
26	COC(=O)[C@]1(C)N[C@H](CN(C)C(=O)Nc2ccccc2)[C@@H]2C(=O)N(Cc3ccccc3)C(=O)[C@@H]21	-2%	8%	-3%	0%	1%	-8%	-3	-0.3
27	CC(C)(C)NC(=O)C1CCN(C(=O)c2ccc(Br)cc2)CC1	-8%	13%	1%	21%	2%	1%	nt	0.2
28	Nc1ccccc1SC1CC(=O)N(c2ccc(Cl)c(Cl)c2)C1=O (stereo unspecified)	5%	-24%	-4%	10%	-6%	-5%	29	-0.4
29	CCOc1cc(C)nc(N2CCN(C3CCCCC3)CC2)n1	2%	1%	-15%[57.1 µM]	-11%	14%	-3%	nt	-1.0
30	CN(CC(=O)NCCc1ccc(S(N)(=O)=O)cc1)CC(=O)Nc1cccc(F)c1	7%	-12%	13%	7%	11%	-2%	-5	-1.4
31	CCn1cc(CCC(=O)O)c(C)n1	2%	1%	-6%	-3%	-1%	-21%	0	0.6
32	NC(=O)c1ccsc1NC(=O)Cc1ccc([N+](=O)[O-])cc1	1%	23%	2%	-18%	2%	-4%	-9	1.2
33	COc1ccc(C2CC(c3cccs3)=NN2C(=O)CSc2nc3c(cnn3-c3ccccc3)c(=O)[nH]2)cc1 (stereo unspecified)	9%	-33%	2%	-10%	-2%	?	-10	-1.9
34	Cc1[nH]c(=O)[nH]c(=O)c1S(=O)(=O)Nc1ccc(S(N)(=O)=O)cc1	6%	2%	-2%	14%	5%	9%	2	0.7
35	COc1ccc(C(=O)N2CCN(C(C)=O)CC2)cc1S(=O)(=O)N1CCOCC1	5%	14%	2%	9%	-2%	-7%	-5	4.2
36	O=C(N1CCCC1)C12CC3CC(CC(Cl)(C3)C1)C2	10%	-26%	-2%	-19%	7%	-7%	-1	0.9
37	CN(C(=O)C1CCCCC1)C1CCS(=O)(=O)C1 (stereo unspecified)	6%	19%	-1%	-8%	-12%	-8%	-7	0.9
38	Cc1ccc(C(=O)N2CCN(S(C)(=O)=O)C2)cc1	14%	12%	2%	12%	-6%	0%	8	0.4
39	O=C(CNC(=O)c1ccccc1F)NCCc1ccc(Cl)cc1	-5%	18%	14%	9%	20%	-1%	-3	0.1
40	CCOC(=O)N1CCN(c2nc(-c3cccs3)nc3ccccc23)CC1	6%	29%	10%	-5%	2%	2%	-5	-0.4
41	Cc1ccc(NC(=S)N/N=C/c2ccc(Cl)c([N+](=O)[O-])c2)cc1	-19%	nt	1%	20%	-13%	1%	-1	-0.2
42	Cn1c(CC(=O)NCCO)c(Sc2ccccc2)c2ccccc21	0%	18%	-1%	-6%	-4%	-2%	4	-4.2
43	O=S(=O)(Nc1cccnc1)c1ccc(Cl)cc1	8%	8%	-6%	4%	-6%	-15%	-2	-1.5
44	COc1cc2cc(C(=O)N/N=C/c3ccc(F)cc3)[nH]c2cc1OC	-3%	-14%	-14%	11%	-6%	4%	-3	-1.7
45	c1ccc(Cc2ccc(OCCn3cncn3)cc2)cc1	-2%	18%	5%	21%	3%	0%	1	-2.2
46	CCCCC(=O)Nc1ccc(NC(=O)CC)cc1OC	-4%	-34%	5%	1%	9%	-2%	0	-0.4
47	O=C(CCC(=O)CCN1CCCCC1)CCN1CCCCC1	1%	34%	4%	-5%	-11%	-16%	2	-3.5
48	Cc1cc(NCCc2ccccc2F)n2ncnc2n1	8%	21%	-7%	8%	-22%	-7%	1	2.4
49	Clc1ccc(C(c2ccccc2)N2CCNCC2)cc1 (stereo unspecified)	6%	13%	2%	17%	-12%	3%	nt	4.3
50	CCOC(=O)N1CCC(NC(=O)C2CCCN(S(C)(=O)=O)C2)CC1 (stereo unspecified)	-3%	5%	2%	-3%	6%	-5%	nt	-0.4
51	COC(=O)C1=C(C(=O)OC)[C@@H]2N(C)c3ccccc3[C@@]23C[C@@H](C(=O)OC)N(C(C)=O)C3=N1	9%	3%	6%	1%	7%	-5%	2	1.5
52	Cn1c(SSc2ccc(-c3cccnc3)n2C)ccc1-c1cccnc1	6%	18%	-5%	9%	-7%	4.2µM*	2	-0.6
53	Cc1ccc(C(C)(O)CS(=O)(=O)Cc2ccccc2Cl)cc1 (stereo unspecified)	-7%	-16%	1%	0%	-1%	-9%	2	-0.3
54	Cc1cccc(OCCn2cnc(Cl)c2Cl)c1	0%	7%	-4%	23%	-1%	-5%	8	1.0

Structural class, those above with a COOH group (three)
entry	Compound	EPAC1 ag	FUS yeast rescue	WRN helicase inh	Abeta yeast res	EPAC1 antagonist	PLK1 PBD block	PI5P4K alpha inh	IL2 activator
7	Cc1c(Cl)cccc1NC(=O)c1ccccc1-c1ccccc1C(=O)O	21%	4%	1%	20%	-6%	-13%	0	-0.2
20	NS(=O)(=O)c1cc2c(cc1Cl)NC(c1ccccc1OCC(=O)O)NS2(=O)=O (stereo unspecified)	-8%	6%	-4%	3%	-11%	-2%	4	-0.9
31	CCn1cc(CCC(=O)O)c(C)n1	2%	1%	-6%	-3%	-1%	-21%	0	0.6

Screening results: PubChem BioAssay, National Center for Advancing Translational Sciences (NCATS)
